# CHO parental Ca – counter-screen: ATP calcium response change in parental CHO cells; AID 463079; inhibition, % at 5.6 µM; hit rate 0.63% among 330,000; parental CHO-K1, ATP-induced calcium, Fluo-8 fluorescence;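 active means inhibition above that plate's mean sample inhibition plus 3 SD, cut at about 26% in these data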;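 further: 0% = ATP-challenged DMSO wells and 100% = DMSO wells without ATP; some compounds past the cut are filed as inactive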
#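 Material – parental CHO cells · Reagent – ATP stimulus · Compound – single nominal dose of 5.6 µM per compound · Detection – Fluo-8 fluorescence · Read-out basis – percent inhibition of calcium signal · Controls – ATP-challenged DMSO wells low, unchallenged DMSO wells high · Repeats – no replicates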
# OXTR potentiate – potentiates the human oxytocin receptor response; CHO-OTR cells, Fluo-8 calcium fluorescence, potentiator mode; 0% = oxytocin EC15, 100% = EC100; activation, % at 3 µM; hit rate 0.061% among 320,000; AID 2445;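 active means activation above that plate's cutoff, the mean activation of tested compounds plus 3 SD, cut at about 6.6% in these data, passing the limit was not always enough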;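 further: 100% uses oxytocin at 75 nM as the full agonist control; some results filed as inactive read as strong as hits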
#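 Dosing: Single dose, 3.0 µM nominal final compound concentration | Material: Human OTR in CHO cells | Technique: Kinetic Fluo-8 calcium fluorescence | Benchmarks: EC15 oxytocin alone as 0%, 75 nM oxytocin as 100% | Probe or stimulus: Oxytocin at about EC15, sub-maximal agonist stimulus | Incubation: Compound 6 min at room temperature before oxytocin, 100 s read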
# TAAR1 antag – antagonists of human TAAR1; inhibition, % at 3 µM; CHO RD-HGA16 TAAR1, Fluo-8 calcium fluorescence, antagonist; hit rate 1.5% among 360,000; AID 624466;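 active means inhibition above a per-plate cutoff, the mean inhibition of test compounds on that plate plus 3 SD, cut at about 49% in these data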;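 further: 0% = DMSO plus EC80 beta-PEA response and 100% = DMSO alone without agonist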
# Target sequence (Q96RJ0 whole entry, looked up): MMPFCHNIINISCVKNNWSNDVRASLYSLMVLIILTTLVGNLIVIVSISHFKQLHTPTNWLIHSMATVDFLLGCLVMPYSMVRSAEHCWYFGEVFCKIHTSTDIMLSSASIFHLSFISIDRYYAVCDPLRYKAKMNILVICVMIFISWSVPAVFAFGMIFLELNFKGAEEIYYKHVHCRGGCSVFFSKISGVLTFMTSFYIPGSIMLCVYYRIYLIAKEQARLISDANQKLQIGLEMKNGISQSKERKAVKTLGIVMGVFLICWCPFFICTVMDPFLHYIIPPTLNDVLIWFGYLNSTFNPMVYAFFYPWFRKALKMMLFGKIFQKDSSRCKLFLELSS
#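 Test system: hTAAR1-expressing CHO RD-HGA16 cells, Gα16-coupled; Probe or stimulus: EC80 β-phenethylamine stimulus; Compound dosing: single nominal final test compound concentration of 3 µM; Timing: 140 s kinetic read after compound, 140 s after agonist; Signal: Fluo-8 calcium-sensitive fluorescence; Measure: % inhibition of agonist calcium response; Controls: DMSO and EC80 PEA controls.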
# CHO-K1 Ca PAM – M1 PAM counterscreen hit in parental CHO-K1 cells; activation, % at 3 µM; AID 602247; ATP EC20, Fluo-8 calcium fluorescence; 0% at ATP EC20, 100% at ATP max; hit rate 0.02% among 360,000;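 active means activation above the run cutoff, the mean activation of all test compounds plus 3 SD, cut at about 40% in these data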;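 further: peak over basal fluorescence ratio in a 140 s read after ATP addition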
# TAAR1 ag – human TAAR1 agonism; CHO RD-HGA16 TAAR1, Fluo-8 calcium fluorescence; vehicle wells 0%, saturating PEA agonist 100%; hit rate 0.99% among 360,000; Q96RJ0; activation, % at 3 µM; AID 624467;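 active means activation above the mean activation of all test compounds in the run plus 3 SD, cut at about 38% in these data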
#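 test system = CHO RD-HGA16 cells carrying human TAAR1 plus Gα16 | schedule = 17-24 h seeding, 75 min 37 °C dye, 30 min RT | compound dosing = 3 µM single concentration | control set = DMSO and PEA EC100 | replicates = n 1 | signal = Fluo-8 fluorescence, 5 s baseline then 140 s kinetic read | measure = percent activation vs PEA EC100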
# V1R ag counter – counter-screen for oxytocin receptor agonists: human V1a receptor agonists; CHO-V1R cells, Fluo-8 calcium fluorescence, agonist mode; 0% DMSO, 100% 3 nM vasopressin; activation, % at 3 µM; hit rate 0.25% among 320,000; AID 2797;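 active means activation above the mean activation of all tested compounds plus 3 SD, per screening run, cut at about 20% in these data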;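 further: signal is peak over basal fluorescence ratio across a 100 second FLIPR read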
# M1 ag – human M1 muscarinic receptor agonism; P11229; CHO-K1 hM1, Fluo-8 calcium fluorescence, agonist mode; 0% DMSO, 100% acetylcholine EC100; activation, % at 3 µM; hit rate 0.33% among 360,000; AID 588814;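 active means activation above the run's mean compound activation plus 3 SD, cut at about 16% in these data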;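 further: peak over basal fluorescence ratio within a 140 s kinetic read after compound addition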
# Target sequence (P11229 whole entry, looked up): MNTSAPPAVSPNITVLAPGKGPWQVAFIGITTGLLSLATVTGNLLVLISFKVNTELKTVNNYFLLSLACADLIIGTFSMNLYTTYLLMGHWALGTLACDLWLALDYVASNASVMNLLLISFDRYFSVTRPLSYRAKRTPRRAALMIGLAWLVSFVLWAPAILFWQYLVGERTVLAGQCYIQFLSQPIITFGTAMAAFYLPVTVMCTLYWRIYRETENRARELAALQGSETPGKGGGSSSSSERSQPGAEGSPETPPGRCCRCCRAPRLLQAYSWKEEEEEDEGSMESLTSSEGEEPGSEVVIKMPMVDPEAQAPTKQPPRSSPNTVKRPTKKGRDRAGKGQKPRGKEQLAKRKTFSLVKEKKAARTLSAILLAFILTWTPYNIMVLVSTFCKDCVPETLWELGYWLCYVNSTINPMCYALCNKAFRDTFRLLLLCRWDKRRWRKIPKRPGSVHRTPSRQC
# CHO-K1 Ca antag – counter-screen for M1 antagonists: effect in parental CHO-K1 cells. ATP-induced calcium, Fluo-8 fluorescence. inhibition, % at 3 µM. hit rate 0.6% among 360,000. AID 602250;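 active means inhibition above a per-plate cutoff, the plate's mean sample inhibition plus 3 SD, cut at about 24% in these data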;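 further: 0% = DMSO plus EC80 ATP and 100% = DMSO alone without ATP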
# M1 ag parental – M1 agonist counterscreen hit in parental CHO-K1 cells. Fluo-8 calcium fluorescence; scaled to maximal ATP response, vehicle zero. activation, % at 3 µM. hit rate 0.48% among 360,000. AID 602248; in the data active means activation above about 15%;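 further: untransfected CHO-K1 host cells lacking M1 receptor as counterscreen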
# The depositor's hits bear a star; . = not tested or not shown.
SMILES	CHO-K1 Ca antag	V1R ag counter	OXTR potentiate	CHO-K1 Ca PAM	CHO parental Ca	TAAR1 antag	M1 ag	TAAR1 ag	M1 ag parental
CC(C(=O)Nc1cccc(S(=O)(=O)N2CCOCC2)c1)N1CCN(C/C=C/c2ccccc2)CC1 (configuration not stated)	-12	3.3	-3	14	-27	-4	1	3	2.6
COc1cccc(N2CCN(CC(=O)N3CCN(S(=O)(=O)c4ccc(Cl)cc4)CC3)CC2)c1	-7	.	.	-12	.	-3	-4	5	3.2
COCCNC(=O)C(c1ccc(O)cc1)N(Cc1cccs1)C(=O)CCC(=O)Nc1ccccn1 (configuration not stated)	-9	-0.7	-2	3	0	-2	-2	-1	0.4
Cc1ccc2c(c1C)NC(=O)C2(O)CC(=O)c1ccc2c(c1)OCO2 (configuration not stated)	15	0.6	-1	-2	-7	-16	7	11	1.2
Cc1ccc(C(C(=O)NCc2ccccc2)N(C(=O)c2csnn2)c2cccc3ccccc23)o1 (configuration not stated)	8	-0.1	-11	7	-9	37	0	16	3.7
O=S1CCCSC1c1cccnc1 (configuration not stated)	-1	0.9	1	-7	3	-10	-4	19	-0.6
O=C(O)c1ccc2c(c1)C(=O)N([C@H](Cc1cccc3ccccc13)C(=O)O)C2=O	-15	.	.	14	.	-6	-2	2	0.2
O=C(c1cccc(S(=O)(=O)Nc2ccccc2Cl)c1)N1CCC1	-7	0.7	-2	1	0	-16	-2	1	2.2
CCOC(=O)c1cc(-c2ccccc2C)nn1CC1CC(c2ccc(OC)cc2)=NO1 (configuration not stated)	-13	2.0	-5	-1	-13	20	-3	2	-0.1
Cc1cccc(NC(=O)CSc2ncnc3sc(C)c(C)c23)n1	-9	.	.	8	.	-6	-3	0	2.4
C/C(=N\NC(=O)C1CCCC1)c1ccc(Cl)c(Cl)c1	-13	.	.	-1	.	-19	-1	-2	0.1
CC(=O)c1cc(F)c(N2CCN(C(=O)COc3ccccc3F)CC2)cc1C	-7	7.6	-24	-2	-5	37	4	9	1.3
COc1ccc(-c2cccc(NS(=O)(=O)c3cc([N+](=O)[O-])ccc3C)c2)nn1	-2	2.4	-15	8	-4	15	1	1	8.0
COc1cccc(C2=Cc3ccc(F)cc3C(CC(C)=O)N2c2ccc(-c3cc(OC)c(OC)c(OC)c3)cc2)c1 (configuration not stated)	-8	.	.	5	.	-17	.	0	-0.7
O=C(O)CC(CC(=O)O)(C(=O)O)c1ccccc1	-6	-0.1	3	11	9	-21	-2	4	0.1
Cc1ccccc1N(C(=O)Cn1nnc2ccccc21)C(C(=O)NCc1ccco1)c1ccncc1 (configuration not stated)	-8	0.4	8	15	-32	9	-5	11	0.0
Cn1c(C(N)=O)cnc1Sc1ncc(C(F)(F)F)cc1Cl	-8	0.4	0	20	-24	-7	-5	13	0.2
Cc1ccc(NC(=O)CSc2nnc(-c3ccoc3C)n2CCCN(C)C)cc1Cl	3	-1.5	-8	-23	-6	-3	-11	0	-0.5
Cc1ccc(S(=O)(=O)N2CCC(=O)N(CCOCc3cccc(C)c3)CC2)cc1	-11	3.2	-10	15	-17	-11	-3	4	0.7
CSc1ncccc1C(=O)N1CCCC(CCC(=O)NCc2ccc(F)c(F)c2)C1 (configuration not stated)	-7	2.6	-8	8	-18	-1	-5	2	1.1
CCn1c(SC(C)C(=O)NCC2CCCO2)nc2scc(-c3ccccc3)c2c1=O (configuration not stated)	-3	0.2	1	-9	-20	-18	1	0	0.6
CCC(=O)c1cn(CCOc2ccccc2OC)c2ccccc12	4	5.8	-11	10	-12	15	3	6	6.9
CC(=O)Nc1ccc(S(=O)(=O)Nc2ccccc2C(=O)NCc2cccnc2)cc1	-11	0.6	5	-2	-7	-16	0	7	2.2
NS(=O)(=O)c1ccc(CCNC(=O)COC(=O)c2nc(Cl)ccc2Cl)cc1	-6	0.7	0	11	-8	-17	-8	8	-0.1
O=C(O)COc1ccc2c(c1)O/C(=C\c1ccco1)C2=O	-2	1.4	3	4	-1	-5	1	1	0.5
Cc1ccc(NC(=O)CCCCCN2C(=O)c3ccccc3C2=O)nc1	-15	0.4	0	20	-25	-7	-8	9	1.5
Cc1nonc1OCCNCCNc1ccccc1[N+](=O)[O-]	27*	0.2	-11	-12	-10	17	-1	6	0.1
C(=C\N1CCCCCC1)/c1nnnn1-c1ccc(-c2ccccc2)cc1	-10	1.4	-6	17	-19	-15	-1	2	0.9
COc1cccc(NC(=O)CN(C)C(=O)CSc2nc(C)cc(C)n2)c1	-6	1.0	-7	-3	-3	8	-1	1	0.1
CC(c1ccccc1F)n1cc(C(=O)NCc2ccncc2)nn1 (configuration not stated)	-13	0.3	0	20	-10	-6	2	5	0.2
CCc1cc(C(=O)NC2CCCc3c2cnn3-c2ccc(F)cc2F)no1 (configuration not stated)	-1	.	.	-4	.	17	-2	-2	6.5
Cc1cc(C)n2ncnc2n1	12	-0.4	1	-3	-4	13	-6	15	-0.3
Cc1cc(NC(=O)c2ccc(-c3ccc(F)c(Cl)c3)o2)no1	-1	-0.4	-4	9	5	1	-7	7	0.0
CN(Cc1ccccc1)S(=O)(=O)c1cccs1	1	-0.9	0	-14	-8	-19	-1	2	-0.5
COc1ccc(F)cc1S(=O)(=O)n1cnc2ccccc21	1	-0.3	-10	-6	-2	3	-1	2	0.6
O=C(COCc1cc(-c2ccc3c(c2)OCO3)on1)N1CCN(c2cccc(Cl)c2)CC1	-4	0.3	-3	4	0	3	-4	0	0.2
CC(C)c1nnc(NC(=O)Cn2nc(-c3ccc4c(c3)OCCO4)ccc2=O)s1	9	0.9	-1	-13	-11	2	1	4	-0.7
Cc1cccc(CN2CCC(CNC(=O)CCNC(=O)Cn3ccc4ccccc4c3=O)CC2)c1	-8	0.7	-2	15	-16	-7	-5	11	0.3
CCOC(=O)C1C(C(=O)OC)=C(c2ccc(F)cc2)c2ccccc2N1S(=O)(=O)C(F)(F)F (configuration not stated)	-13	.	.	10	-24	-21	-9	3	-0.6
COc1ccc(CN2CC34C=CC(O3)C(C(=O)O)C4C2=O)cc1 (configuration not stated)	-2	0.8	1	-4	2	-6	-3	1	-0.3
CCN(CC)C(=O)CN(C)S(=O)(=O)c1cccc2nsnc12	1	-0.2	-3	8	-1	-8	-3	3	0.0
COc1cccc(-c2cc(C(=O)Nc3ccc4c(c3)OCO4)no2)c1	-1	0.6	-5	6	-12	-6	3	-1	-0.2
COc1cc(O)sc1C=Nc1ccc(Cl)cc1Cl	-8	0.0	4	-5	-9	-4	-6	2	-0.3
Cc1cc(C)c2c(C(C)(C)C)nn(-c3ccccc3)c2n1	-20	-0.8	-12	0	-9	-25	-4	6	0.7
CCN(CC1COc2ccccc2O1)C(=S)Nc1ccc(F)cc1 (configuration not stated)	9	0.0	-12	-12	-2	16	-6	1	3.3
C/C=C/c1c(F)c(F)c(Oc2ccc(C(=O)O)cc2)c(F)c1F	-3	0.1	-5	22	-1	20	-5	0	-0.1
CCNc1c(NC(=O)C2CCC(C)CC2)c(=O)oc2ccccc12 (configuration not stated)	-10	1.2	-9	15	-3	9	-1	2	3.9
CCOC(=O)Cn1c(=O)c(C#N)cn(C(C)C)c1=O	-7	0.4	1	11	0	-10	-4	0	0.5
O=C(/C=C/c1ccncc1)c1ccc(NC(=O)c2ccccc2F)cc1	4	4.1	-8	8	42	.	-5	.	4.7
CN(CCC(=O)Nc1cc(S(=O)(=O)N(C)C)ccc1Cl)CC(=O)Nc1ccc(F)cc1	3	8.2	-12	10	-11	-17	-2	9	1.6
Cn1c(SCc2nc(-c3ccccc3)no2)nnc1-c1ccco1	9	0.5	4	4	-5	-5	-1	5	0.6
O=C(COC(=O)c1nc(Cl)ccc1Cl)NCc1ccc(Cl)cc1	-16	-1.0	5	12	-21	6	-6	-1	-0.6

# Among those listed so far, 10 contain an aryl methoxy group.
SMILES	CHO-K1 Ca antag	V1R ag counter	OXTR potentiate	CHO-K1 Ca PAM	CHO parental Ca	TAAR1 antag	M1 ag	TAAR1 ag	M1 ag parental
COc1cccc(N2CCN(CC(=O)N3CCN(S(=O)(=O)c4ccc(Cl)cc4)CC3)CC2)c1	-7	.	.	-12	.	-3	-4	5	3.2
CCOC(=O)c1cc(-c2ccccc2C)nn1CC1CC(c2ccc(OC)cc2)=NO1 (configuration not stated)	-13	2.0	-5	-1	-13	20	-3	2	-0.1
COc1ccc(-c2cccc(NS(=O)(=O)c3cc([N+](=O)[O-])ccc3C)c2)nn1	-2	2.4	-15	8	-4	15	1	1	8.0
COc1cccc(C2=Cc3ccc(F)cc3C(CC(C)=O)N2c2ccc(-c3cc(OC)c(OC)c(OC)c3)cc2)c1 (configuration not stated)	-8	.	.	5	.	-17	.	0	-0.7
CCC(=O)c1cn(CCOc2ccccc2OC)c2ccccc12	4	5.8	-11	10	-12	15	3	6	6.9
COc1cccc(NC(=O)CN(C)C(=O)CSc2nc(C)cc(C)n2)c1	-6	1.0	-7	-3	-3	8	-1	1	0.1
COc1ccc(F)cc1S(=O)(=O)n1cnc2ccccc21	1	-0.3	-10	-6	-2	3	-1	2	0.6
COc1ccc(CN2CC34C=CC(O3)C(C(=O)O)C4C2=O)cc1 (configuration not stated)	-2	0.8	1	-4	2	-6	-3	1	-0.3
COc1cccc(-c2cc(C(=O)Nc3ccc4c(c3)OCO4)no2)c1	-1	0.6	-5	6	-12	-6	3	-1	-0.2
COc1cc(O)sc1C=Nc1ccc(Cl)cc1Cl	-8	0.0	4	-5	-9	-4	-6	2	-0.3

# Assay outcomes (PubChem)
